ELG1 DNA repair – qHTS screen for small molecules that inhibit ELG1-dependent DNA repair in human embryonic kidney (HEK293T) cells expressing luciferase-tagged ELG1. HEK293T ELG1-luciferase reporter, luminescence, 16 h; DNA damage induced by 5-fluorouridine. Potency, µM (titrated, usually from 46.1 µM), without a hit: at the top dose activity change, negative = inhibition, actives largely listed as inhibitors. 330,000 tested, 2.3% active; further: potency means the concentration at half of the fitted maximal effect; on the % scale 0 is the no-effect control and ±100 the full control effect; nearly all actives have a fitted effect of over 55% in size
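Reporter activity after DNA damage by 5-fluorouridine is monitored. Compound-treated cells incubate 16 hr at 37 °C, then ONE-Glo is added for 30 min before luminescence reading.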
BRCA1 expr up – qHTS Assay to Identify Small Molecule Activators of BRCA1 Expression; MCF7-BRCA1-FFLuc reporter, luminescence, 48 h; response scale: scaled: vehicle 0%, 10 µM genistein 100%; Potency, µM (highest dose often 46.1 µM), without a hit: at the highest dose activation, most hits filed as activators; 380,000 tested, 1.1% active; AID 624202, 2012; further: potency means the concentration at half of the fitted maximal effect; nearly all actives have a fitted effect of over 80% in size; some results filed as inactive show a strong effect at the top dose
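First, MCF7-BRCA1-FFLuc cells (2000/well) attach for 2 h; next, compounds are pin-added and incubated 48 h at 37 °C; finally, luciferase reagent is added and luminescence read after 15 min.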
TRPV1 ag – HTS Assay for Compounds that Act as Agonists of the Vanilloid Receptor 1. Transient receptor potential cation channel subfamily V member 1 (Homo sapiens), Q8NER1. TRPV1-expressing cells, Fluo-8 calcium influx, agonist mode. activation, % at 8.33 µM. 320,000 tested, 0.19% active; in the data active means activation above about 80%; inconclusive means between about 30% and that limit; further: 0% is about no effect
Target sequence (Q8NER1 whole entry, looked up): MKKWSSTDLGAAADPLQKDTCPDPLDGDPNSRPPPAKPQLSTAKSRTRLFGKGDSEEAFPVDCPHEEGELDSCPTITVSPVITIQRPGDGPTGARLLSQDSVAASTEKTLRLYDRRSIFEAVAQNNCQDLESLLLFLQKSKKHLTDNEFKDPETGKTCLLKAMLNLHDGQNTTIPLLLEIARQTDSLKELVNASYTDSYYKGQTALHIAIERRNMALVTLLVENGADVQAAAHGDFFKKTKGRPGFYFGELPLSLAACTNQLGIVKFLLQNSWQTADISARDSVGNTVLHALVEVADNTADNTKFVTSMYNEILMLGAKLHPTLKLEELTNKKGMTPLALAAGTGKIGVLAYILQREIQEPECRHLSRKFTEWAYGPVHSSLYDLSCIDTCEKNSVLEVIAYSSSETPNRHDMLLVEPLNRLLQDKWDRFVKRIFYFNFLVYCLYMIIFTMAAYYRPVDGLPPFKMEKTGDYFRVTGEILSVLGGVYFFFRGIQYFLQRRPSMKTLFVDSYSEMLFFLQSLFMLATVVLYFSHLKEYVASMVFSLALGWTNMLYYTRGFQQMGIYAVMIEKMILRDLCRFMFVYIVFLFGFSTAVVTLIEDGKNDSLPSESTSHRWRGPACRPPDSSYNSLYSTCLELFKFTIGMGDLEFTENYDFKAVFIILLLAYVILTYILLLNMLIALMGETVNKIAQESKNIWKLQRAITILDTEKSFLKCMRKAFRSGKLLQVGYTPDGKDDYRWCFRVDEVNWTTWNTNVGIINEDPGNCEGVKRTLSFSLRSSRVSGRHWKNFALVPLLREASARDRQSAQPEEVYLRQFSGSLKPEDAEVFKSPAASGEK
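Cells expressing TRPV1 were dye-loaded with Fluo-8 and read kinetically: 10 s baseline, 3 min after compound (agonist portion), then 2 min after EC20 capsaicin (allosteric enhancer portion). Calcium-bound dye fluorescence at 480/520 nm.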
Tb PFK block – qHTS Assay to Find Inhibitors of T. brucei phosphofructokinase | AID 485367, 2010 | T. brucei PFK, ADP-Glo luminescence | 330,000 tested, 0.17% active | ATP-dependent 6-phosphofructokinase (Trypanosoma brucei brucei), O15648 | Potency, µM (doses to about 57.5 µM), for the others: at the top dose activity, negative = inhibition, usual class: inhibitors;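 further: potency means the concentration at half of the fitted maximal effect; 0% = uninhibited 1x PFK enzyme wells and -100% = no-enzyme wells; nearly all actives have a fitted effect of over 60% in size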
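Compounds were pin-transferred as a titration series up to 57 uM into substrate buffer (0.5 mM F6P, 0.1 mM ATP, pH 8.0), then 1.25 nM PFK was added and reactions ran 45 min before ADP-Glo detection.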
VP16 counter – VP16 counterscreen qHTS for inhibitors of ROR gamma transcriptional activity; Drosophila S2 Gal4-VP16 UAS-luciferase, luminescence, 20 h; Potency, µM (series often up to 53.6 µM), inactives show top-dose activity, negative = inhibition, usual class: inhibitors; 310,000 tested, 3.5% active; AID 2546, 2010;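 further: Gal4-VP16 expression switched on by copper sulfate through the metallothionein promoter; potency means the concentration at half of the fitted maximal effect; on the % scale 0 is the no-effect control and ±100 the full control effect; nearly all actives have a fitted effect of over 50% in size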
p53 reactivation – qHTS assay for re-activators of p53 using a Luc reporter; H1299 p53-A138V BP100-luciferase reporter, luminescence, 24 h; Potency, µM (series often up to 92.2 µM), for the others: at the highest dose activity change, positive = activation, hits mostly activators; AID 504706, 2011; 320,000 tested, 0.063% active; further: potency means the concentration at half of the fitted maximal effect; % of control where 0% means no effect; nearly all actives have a fitted effect of over 45% in size
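p53-null H1299 cells stably carrying temperature-sensitive p53-A138V and a BP100-luciferase reporter were pinned with compounds (4-point, 1:5 series) and held 24 hrs at 37 deg C. Luminescence was read 10 min after detection reagent.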
Rab9 prom act – qHTS Assay for Rab9 Promoter Activators; AID 485297, 2010; Huh7 Rab9 promoter-luciferase reporter, luminescence, 24 h; Potency, µM (top dose mostly 9.22 µM), for the others: at the highest dose activation, negative = inhibition, usual class: activators; 320,000 tested, 2.8% active; further: potency means the concentration at half of the fitted maximal effect; % of control where 0% means no effect; nearly all actives have a fitted effect of over 60% in size
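Huh7 reporter line, Rab9 promoter upstream of luciferase. Compound exposure 24 h at 37 °C in reduced-serum medium with 10% FBS. Read-out: luminescence.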
NPC1 prom act – qHTS Assay for NPC1 Promoter Activators; Huh7 NPC1 promoter luciferase reporter, 24 h; Potency, µM (top dose mostly 9.22 µM), for the others: at the top dose activation, most hits filed as activators; 320,000 tested, 2.4% active;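 further: potency means the concentration at half of the fitted maximal effect; % of control where 0% means no effect; nearly all actives have a fitted effect of over 60% in size; reporter is driven by a mutant NPC1 promoter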
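Readout is luciferase luminescence, reflecting NPC1 promoter activation in stably transfected Huh7 cells after 24 h compound exposure at 37 °C in reduced-serum medium with 10% FBS.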
RORg inh – qHTS for inhibitors of ROR gamma transcriptional activity | Drosophila S2 Gal4-RORgamma UAS-luciferase reporter, 20 h | Potency, µM (titrated, usually from 53.6 µM), inactives show at the top dose activity change, negative = inhibition, actives largely listed as inhibitors | 310,000 tested, 5.4% active; further: potency means the concentration at half of the fitted maximal effect; on the % scale 0 is the no-effect control and ±100 the full control effect; nearly all actives have a fitted effect of over 60% in size
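Schneider cells (Drosophila), stable Gal4 DBD–ROR gamma + UAS-luc; 1 hr cmpd preincubation; Cu2+ induction 700 uM final; 20 hr ambient; luminescence.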
ELG1 genotoxic – qHTS screen for small molecules that induce genotoxicity in human embryonic kidney (HEK293T) cells expressing luciferase-tagged ELG1 | HEK293T ELG1-luciferase reporter, luminescence, 16 h | Potency, µM (series often up to 46 µM), inactives show at the top dose activity change, positive = activation, most hits filed as activators | 330,000 tested, 1.3% active | AID 504466, 2011; further: potency means the concentration at half of the fitted maximal effect; % of control where 0% means no effect; nearly all actives have a fitted effect of over 60% in size
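Cells (2,000/well) expressing the ELG1-luciferase fusion are dosed by pin tool and kept 16 hr at 37 °C, 5% CO2. Signal comes from ONE-Glo luciferase reagent after 30 min at room temperature.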
FLuc counter – qHTS profiling assay for firefly luciferase inhibitor/activator using purifed enzyme and Km concentrations of substrates (counterscreen for miR-21 project) | AID 588342, 2011 | Luciferin 4-monooxygenase (Photinus pyralis), P08659 | purified FLuc, Km substrates, luminescence inhibition | Potency, µM (top dose mostly 57.5 µM), inactives show at the top dose activity change, negative = inhibition, usual class: inhibitors | 360,000 tested, 6.9% active;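 further: potency means the concentration at half of the fitted maximal effect; plate controls were vehicle for no effect and reference inhibitor for full effect; nearly all actives have a fitted effect of over 55% in size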
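Purified P. pyralis luciferase, 10 nM final, with Km-level 10 uM D-luciferin and 10 uM ATP in 50 mM Tris acetate pH 7.5, 10 mM Mg acetate, 0.01% Tween-20, 0.05% BSA; 6-point qHTS titration about 60 µM downward; luminescence read.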
The depositor's hits bear a star; ? = inconclusive; nt = not tested or not shown; & = joins results of further samples; [ ] = dose if it differs, or a comment. Unless noted, the call rests on the fitted dose curve; in most records, active means well fitted curve in the direction sought with a large enough effect; inconclusive means small, poorly fitted or top-dose-only effect, or another doubt; inactive means no such curve, though single readings can be large; an effect the other way counts as inactive or inconclusive.

# | compound | Rab9 prom act | p53 reactivation | ELG1 genotoxic | Tb PFK block | ELG1 DNA repair | BRCA1 expr up | TRPV1 ag | FLuc counter | VP16 counter | RORg inh | NPC1 prom act
1 | Cn1cnnc1SCc1ccc(C(=O)n2ncc(C#N)c2N)cc1 | 5% | 15% | 0% | 8% | -10% | 3% | 1 | -17% | 3% | 10% | 1%
2 | CC1CCCC(NC(=O)CN2C(=O)COc3ccccc32)C1C (stereo not given) | -7% | 0% | 2% | 2% | -2% | 21% | -6 | -2% | -6% | 0% | 0%
3 | O=C(NCCOc1ccccc1F)c1cc([N+](=O)[O-])ccc1N1CCOCC1 | -18% | 1% | -10% | -2% | ? | -34% | 3 | -3% | -11% | -2% | -32%[inhibitor]
4 | C[C@]12c3[nH]c4ccc(Cl)cc4c3CCN1C(=O)[C@@H](CC(=O)NCCCn1ccnc1)C[C@@H]2C(=O)N1CCOCC1 | nt | 10% | 5% | -2% | 10% | 4% | nt | nt | nt | nt | nt
5 | Cc1ccc(CSc2nc3c(cc2C#N)CCC3)cc1 | 25% | 6% | 1% | 7% | ? | 7% | 2 | 1% | 0% | 33% | 23%
6 | Nc1n[nH]c(-c2ccc([N+](=O)[O-])cc2[N+](=O)[O-])n1 | 2% | 3% | 0% | -2% | 7% | -27% | -1 | -2% | -13% | -2% | 1%
7 | CSCC[C@H](NC(=O)[C@@H]1Cc2ccccc2CN1)C(=O)Nc1cccc(C)c1 | 0% | 7% | 4% | -4% | ? | 9% | 7 | -4% | 0% | -2% | 0%
8 | COc1ccccc1CNC(=O)c1ccc(CS(=O)(=O)c2ccccc2)o1 | 3% | 4% | -12% | 0% | -8% | -2% | 2 | -1% | -1% | 28% | -4%
9 | CCC1(c2ccccc2)NC(=O)N(CC(=O)NCc2ccc(C)cc2)C1=O (stereo not given) | -1% | 0% | -1% | 2% | 4% | -7% | -1 | -3% | 4% | 2% | 2%
10 | Cc1ccc(N2CCN(/N=C/c3sccc3C)CC2)cc1 | 1% | 17% | ? | -10% | ? | 6% | 10 | 0% | 2%[0.365 µM] | 6% | 1%
11 | CCCCNC(=O)c1ccc(N2CCOCC2)c(NS(=O)(=O)c2ccc(OC)cc2)c1 | -10% | -14% | -2% | -1% | -20% | -21% | 3 | -3% | 0% | 10% | 2%
12 | Cc1nn(C)cc1C(C(=O)NC1CCCCC1)N(C(=O)Cn1nnc2ccccc21)c1ccc(F)cc1 (stereo not given) | 1% | -3% | 12% | -6% | 15% | 0% | 2 | 0% | 1% | -38% | 10%
13 | CCC(CC)C(=O)N1CCN(c2cccc(C)c2C)CC1 | 0% | 9% | 5% | -20% | -24% | -29% | -3 | 6% | ? | -1% | 0%
14 | Cc1ccccc1CSCC(=O)Nc1ccccc1-c1ccccc1 | 1% | -1% | 0% | 0% | -1% | -69% | 23 | 2% | -18% | -2% | -3%
15 | O=C(CSc1ccccc1)Nc1cccc(NC(=O)c2ccco2)c1 | 3% | 2% | 0% | -4% | -6% | 8% | -1 | ? | 1% | 3% | 3%
16 | OCC12COC(c3ccccc3)N1C(c1ccccc1)OC2 (stereo not given) | 0% | 0% | 0% | 0% | -11% | -8% | 1 | -2% | -5% | 24% | -2%
17 | Cc1ccc(CN2C(=O)/C(=C\c3ccc(C(=O)NCc4cccnc4)cc3)Oc3ccccc32)cc1 | 0% | -28% | 14% | 0% | ? | nt | 18 | -16% | ? | -32% | 0%
18 | Cc1cc(=O)oc2ccc(OC(=O)c3cccc(S(=O)(=O)N4CCOCC4)c3)cc12 | 0% | 1% | -2% | -14% | -7% | 14% | 4 | -3% | nt | 28%[0.365 µM] | -3%
19 | O=C(Nc1ccc(Cl)cc1[N+](=O)[O-])c1ccc2c(c1)OCCO2 | 0.45µM* | -11% | 4.1µM* | -3% | ? | ? | ? | ? | -4% | -4% | 0.56µM*
20 | O=C(N/C(=C/c1cccc([N+](=O)[O-])c1)C(=O)N1CCCCCC1)c1cccs1 | 0% | 7% | -1% | 0% | ? | -45% | ? | 0% | 0% | 10% | 1%
21 | Nc1nc(CN2CCN(c3ccccn3)CC2)nc(Nc2ccc(F)cc2)n1 | 0% | 1% | -1% | 30% | -26% | 4% | 1 | -1% | 10% | 0% | -2%
22 | C[C@H](NC(=O)c1cc2cc(Cl)ccc2n1C)C(=O)N1CCC(C(=O)O)CC1 | -2% | -6% | -1% | 6% | 12% | -8% | -1 | -2% | -10% | 9% | -2%
23 | CCN1C(=NCCN2CCOCC2)N[C@@H](CCc2ccccc2)C(C(=O)OC)=C1C | -9%&-6% | nt | nt | 3%&0% | nt | nt | 3&1 | -1%&-1% | 0%&-4% | 39%&-14% | 0%&-1%
24 | O=C(c1ccc(F)cc1)N1CCN(c2ccc([N+](=O)[O-])cc2-n2cccc2)CC1 | -1% | -1% | -3% | 3% | ? | -32% | -2 | 3% | 1% | 29% | -4%
25 | CCN(CC)CCCNC(=O)c1nn(-c2cccc(OC)c2)c(=O)c2ccccc12 | -2% | 0% | 3% | 0% | 6% | -10% | -2 | 1% | 4% | 7% | -3%
26 | O=C(CCCC(=O)NCCc1ccccc1)NCCc1ccccc1 | -2% | -10% | 0% | -2% | 4% | -3% | -4 | -1% | -3% | -20% | -1%
27 | COc1cccc(CNc2ccccc2O)c1OCc1ccccc1F | -9% | -3% | -7% | -5% | ? | -25% | 16 | -2% | 16% | ? | -5%
28 | Cc1nn(CCC(=O)NNC(=S)Nc2ccc(F)cc2)c(C)c1Br | -7% | -6% | -3% | -3% | 1% | -25% | -1 | -2% | ? | 0.89µM* | 1%
29 | COCCCn1c(=NC(=O)c2ccccc2)c(C#N)cc2c(=O)n3cccc(C)c3nc21 | -1% | -2% | -9% | 3% | ? | -6% | 0 | -14% | -14% | 27% | 3%
30 | COc1cc(NC(=O)c2cccs2)c(OC)cc1NC(=O)Nc1ccc(F)cc1 | -7% | nt | -5% | 2% | -23% | -55% | ? | -2% | -14% | ? | -5%
31 | CCn1nnnc1NC(=O)c1cccc(OC)c1 | ? | 7% | ? | -5% | ? | 43% | 0 | ? | -6% | -2% | ?
32 | COc1ccc(/C=C(\C#N)C(=O)Nc2ccc3[nH]c(=O)[nH]c3c2)cc1 | -5% | 5% | 3% | -2% | -10% | 8% | ? | -20% | -1% | -6% | 0%
33 | COCc1cc(C)nc2sc(C(=O)Nc3ccccc3Br)c(N)c12 | 21% | 11% | 7% | 3% | 17% | 16% | 6 | 8.5µM* | 26% | ? | 15%
34 | Cc1ccc(N2C(=O)NC(NC(=O)C3CC3)(C(F)(F)F)C2=O)cc1 (stereo not given) | -3% | 25% | 4% | -4% | ? | -7% | 1 | -17% | 2% | 33% | 0%
35 | CC(NCc1ccc(S(N)(=O)=O)cc1)C(=O)N1CCc2ccccc21 (stereo not given) | -1% | -2% | 0% | 3% | 12% | 2% | 0 | 0% | 6% | -3% | -11%
36 | CCOc1ccc(N2CC(C(=O)NCCCN3CCOCC3)CC2=O)cc1 (stereo not given) | -2% | 7% | 1% | -2% | 11% | 3% | -2 | 5% | -6% | 6% | -2%
37 | CCN(CC)C(=O)CSCc1cnn(-c2ccccc2)c1-n1cccc1 | 3% | 0% | -5% | 0% | ? | -36% | -12 | 3% | -1% | 32% | 0%
38 | CN1CCN(c2nc(-c3ccccc3)cc(C(F)(F)F)n2)CC1 | 0% | -4% | -3% | 7% | 3% | -13% | 3 | 3% | -6% | -4% | 0%
39 | CC(=O)c1ccc(N2CCN(C(=O)c3ccco3)C(C)C2)c(F)c1 (stereo not given) | -3% | 9% | -3% | 3% | -1% | 0% | -12 | 6% | -6% | 12% | -2%
40 | CCOCCc1nn2c(=O)cc(CSCC(=O)Nc3cc(C)cc(C)c3)nc2s1 | 2% | 3% | 3% | -2% | 17% | 6% | 1 | 2% | 5% | -10% | -1%
41 | Fc1cccc(CN2CCN3CCCC3C2C2CCCCC2)c1 (stereo not given) | -1% | -5% | 0% | -3% | 1% | -22% | 3 | 1% | 0% | -8% | -7%

Source: PubChem

Hits appear at their usual frequency; any-hit rate near 15%.
